HTR5A ag ctr: counter-screen for OPRM1-OPRD1 agonists: human HTR5A agonism; HTR5A agonist assay, luminescence, cell-based; P47898; 340,000 compounds, 0.61% hits; activation, % at 9.3 µM; in the data active means activation mostly above about 9.5%, no sharp cut-off; inactive means mostly below about 7.6%;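 further: 0% = cells with vehicle only and 100% = reference agonist; strong numbers were not always called active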
Target sequence (P47898 whole entry, looked up): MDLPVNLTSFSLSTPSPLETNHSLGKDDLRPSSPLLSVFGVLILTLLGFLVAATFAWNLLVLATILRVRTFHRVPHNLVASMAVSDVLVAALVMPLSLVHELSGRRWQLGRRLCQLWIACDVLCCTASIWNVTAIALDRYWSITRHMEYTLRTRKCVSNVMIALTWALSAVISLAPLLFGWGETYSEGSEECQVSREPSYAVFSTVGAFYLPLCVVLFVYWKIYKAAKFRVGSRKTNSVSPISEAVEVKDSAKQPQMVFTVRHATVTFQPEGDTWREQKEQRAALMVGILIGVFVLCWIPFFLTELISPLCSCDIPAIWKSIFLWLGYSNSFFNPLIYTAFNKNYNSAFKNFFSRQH
DSG3 Ab inh: blocks pemphigus antibody binding to human desmoglein-3; P32926; 310,000 compounds, 0.48% hits; DSG3-coupled beads, scFv-anti-DSG3-GFP binding, flow cytometry; active compounds read low; binding (percent of control), % at 10 µM;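 active means binding more than 3 SD below its plate's average and above zero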;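 further: hits lower antibody fragment binding to DSG3; some compounds called inactive have numbers as strong as hits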
OPRM1-OPRD1 inv: inverse agonist of human OPRM1-OPRD1 heterodimerization. cell-based MOR-DOR heterodimer luminescence, inverse agonism. inhibition, % at 9.3 µM. 340,000 compounds, 0.21% hits. AID 504357; in the data active means inhibition above about 22%, passing the limit was not always enough;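 further: 0% = cells with DMSO and 100% = wells without cells with DMSO; values of inactives mirror those of a sister screen read the other way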
AddAB inh: less growth of phage-infected E. coli with AddAB | AID 435030 | E. coli expressing H. pylori AddAB, absorbance growth | inhibition, % at 11.9 µM | 330,000 compounds, 0.29% hits; in the data active means inhibition above about 12%;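 further: 0% = vehicle wells of infected cells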
MOR-DOR ag: OPRM1-OPRD1 heterodimerization agonism. AID 504326. activation, % at 9.3 µM. cells, luminescence. 340,000 compounds, 0.3% hits. P35372+P41143; in the data active means activation above about 18%;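 further: 0% = vehicle-treated cells and 100% = reference agonist; values of inactives mirror those of a sister screen read the other way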
phage Ecoli inh: E. coli growth loss with phage present; growth absorbance; 360,000 compounds, 0.26% hits; inhibition, % at 11.9 µM; AID 651602; in the data active means inhibition above about 11%
Mot1-301 SUMO: blocks SUMOylation pathway, rescuing yeast Mot1-301 growth; growth rescue, % at 18.8 µM; 320,000 compounds, 1% hits; S. cerevisiae Mot1-301 growth rescue, ATP luminescence, 38.5C; percent above DMSO median, 100 means doubled;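 active means every valid replicate shows activation above 250% relative to neutral control wells; inactive means the rest, any valid replicate at or below 250%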;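 further: OY570 slx delta 5 strain wells were the positive control but not used for scaling; some compounds called inactive have numbers as strong as hits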
HTR5A inv ctr: counter-screen for OPRM1-OPRD1 inverse agonists: human HTR5A inverse agonism; HTR5A cell line, luminescence; P47898; AID 504634; 340,000 compounds, 0.083% hits; inhibition, % at 9.3 µM; in the data active means inhibition mostly above about 23%, no sharp cut-off; inactive means mostly below about 18%;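 further: 0% = cells with DMSO and 100% = no-cell wells with DMSO; some compounds called inactive have numbers as strong as hits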
E coli growth: counter-screen for AddAB inhibitors: E. coli growth inhibition | E. coli V3065 growth, OD600 absorbance, 18 h | inhibition, % at 11.9 µM | 330,000 compounds, 0.27% hits | AID 449728;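 active means inhibition above the campaign's mean inhibition across all tested compounds plus 3 SD, cut at about 9.9% in these data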;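 further: uninfected addAB+ strain grown without phage in ampicillin broth; 0% = DMSO wells and 100% = ciprofloxacin 0.95 µg/ml wells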
PfHsp90 yeast 2: reduces growth (ATP signal) of yeast expressing P. falciparum Hsp90. 310,000 compounds, 0.32% hits. S. cerevisiae expressing PfHsp90, BacTiter-Glo ATP, 48 h; yeast lacking PDR1 and PDR3 efflux regulators. inhibition, % at 9.4 µM. AID 504621;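 active means every replicate shows inhibition above about 80%, whatever the replicate mean, limit read from the data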;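 further: 0% = DMSO neutral controls and 100% = 20 µM radicicol positive controls; yeast relying on Plasmodium falciparum Hsp90 in place of its own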
PKA-R1A activ: activators of PKA-R1A complex; activation, % at 11.4 µM; AID 504707; PKA-R1A dissociation, Cy5-IP20 fluorescence polarization; scaled: DMSO 0%, 113 µM cGMP 100%; 340,000 compounds, 0.083% hits;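 active means percent activation above the mean of all tested compounds plus 3 SD, cut at about 19% in these data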;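 further: higher means more PKAc released from R1A so a rise in polarization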
Starred values were filed as active, the others as inactive; . = not tested or not shown.

SMILES	HTR5A ag ctr	DSG3 Ab inh	OPRM1-OPRD1 inv	AddAB inh	MOR-DOR ag	phage Ecoli inh	Mot1-301 SUMO	HTR5A inv ctr	E coli growth	PfHsp90 yeast 2	PKA-R1A activ
CCSc1nnc(-c2cccnc2)n1-c1ccc(C)c(Cl)c1	3	101	17	0.4	-3.3	5.0	-11	-15	1.6	.	-6
Cn1c(-c2ccc3nc(N)sc3c2)nc2cc(N)ccc21	-2	96	4	3.0	-0.7	-0.5	12	-1	1.2	-1	2
CC(=O)Nc1cccc(C(=O)/C=C/c2ccc(F)cc2)c1	-2	97	-41	3.2	5.6	2.2	130	5	0.0	-12	3
COc1ncnc2c1oc1nc(CC(C)C)c3c(c12)CC(C)(C)OC3	2	.	-23	2.9	4.2	3.9	-6	-20	1.4	15	20*
Nc1nc(CSc2ccccc2)nc(N2CCCCC2)n1	2	95	17	0.8	-3.4	5.1	15	-5	0.1	-1	-10
CCOC(=O)Cn1c(=O)n(Cc2ccco2)c(=O)c2ccc(C(=O)NCCc3ccccc3)cc21	5	.	19	-1.8	-3.7	1.8	370*	-1	0.8	21	-14
COc1cc(/C=N/NC(=O)Cn2cnc3c2c(=O)n(C)c(=O)n3C)cc(OC)c1OC	.	116	.	0.1	.	2.4	-1	.	-1.6	.	.
N#CCCN(C(=O)COC(=O)c1ccc(S(=O)(=O)N2CCOCC2)cc1)c1ccccc1	1	95	6	-0.4	-1.2	5.7	-6	-2	0.3	.	-6
COCCNC(=O)c1ccc2c(=O)n(Cc3ccco3)c(SCC(=O)NC3CCCC3)nc2c1	-7	94	9	0.0	-1.9	2.3	-32	18	0.8	-24	-3
CC1CCCCN1CCCNc1ccc(C(CC(N)=O)NC(=O)Cc2ccc(Br)cc2)cc1[N+](=O)[O-] (stereo unspecified)	0	106	-3	1.3	0.4	3.1	-5	23	1.9	5	-2
CC(Sc1nc2c(N)ncnc2n1CCOc1ccccc1)C(=O)O (stereo unspecified)	1	95	7	2.2	-1.6	1.8	12	-5	-0.2	11	-4
Cc1ccc(NC(=O)CNS(=O)(=O)c2cccs2)cc1F	-3	107	-3	0.7	0.6	1.8	2	-1	0.3	-1	9
O=c1[nH]c(SCc2ccc(F)cc2Cl)nc2ccccc12	2	101	-8	2.7	1.7	4.4	-11	0	1.0	5	3
COc1ccc(NC(=O)CN(C)C(=O)c2c(C)nn(-c3ccccc3)c2Cl)cc1	2	108	16	-0.3	-3.0	4.8	-1	-6	0.1	.	-17
Nc1ncnc2c1ncn2CCN1CCOCC1	.	.	.	1.2	.	0.0	-10	.	0.7	23	-8
CCCCn1nnnc1SCC(=O)NNC(=O)c1ccco1	1	100	7	0.2	-1.3	3.1	-7	-2	-1.0	5	-1
CCCCNC(=O)Nc1ccccc1C(=O)NCCC	-2	.	19	0.3	-4.2	1.6	-4	3	-0.1	4	4
O=C(N/N=C/c1cccc(F)c1)c1ccc(Cl)cc1	0	101	-4	1.6	0.7	3.1	-4	-1	-0.6	-8	-6
Cc1[nH]c2ccccc2c1C(=O)CSCC(=O)O	-2	98	12	-0.5	-2.3	4.0	8	-23	-3.6	-1	2
C/C(=C\C(=O)c1ccc(Cl)cc1)Nc1ccc(N2CCOCC2)cc1	2	101	13	0.8	-2.6	1.6	-1	-9	1.6	-16	5
C/C(=N\NC(=O)c1ccco1)c1ccc(NC(=O)c2cccs2)cc1	-7	109	19	-0.3	-3.6	4.3	15	18	3.3	12	-2
Cc1cccc(OCCN2CSC(=S)N(C)C2)c1	8	99	9	3.8	-1.9	-1.2	372*	-20	0.6	-27	4
CCN(Cc1ccccc1)C(=O)c1cccnc1	5	98	16	2.8	-3.5	4.1	23	-18	-0.2	-10	-6
CCOc1ccccc1NC(=O)CCNS(=O)(=O)c1ccccc1	3	96	11	1.2	-2.3	2.2	-11	-24	0.0	19	-4
CC1CCCN(C(=O)CCS(=O)(=O)c2cc3c(cc2Cl)NC(=O)CO3)C1 (stereo unspecified)	1	97	1	-3.5	-0.2	0.8	-6	-6	1.4	-7	-10
CCN(CC)CCCNC(=O)C1CCC(CNS(=O)(=O)c2c(C)cc(C)cc2C)CC1 (stereo unspecified)	-2	103	15	-1.5	-3.3	-1.6	19	8	-5.3	-14	9
CCN(CC)C(=O)c1[nH]cnc1C(=O)Nc1ccc(OC)cc1	4	101	12	1.6	-2.1	0.2	10	-10	0.2	-18	-7
COC(=O)C1CCN(c2c([N+](=O)[O-])cc(C(F)(F)F)cc2[N+](=O)[O-])CC1	-5	110	-9	2.8	1.9	3.0	7	11	-0.8	.	-3
CC(=O)Nc1nc(C)c(C(C)C)s1	2	94	19	0.1	-3.6	1.6	0	-7	-1.3	-47	8
S=C(Nc1ccc2nsnc2c1)NC1CCCCC1	0	95	-68	3.8	11	6.4	1	0	3.4	-8	-3
Cc1ccc(-n2c(C)cc(/C=N/NC(=O)c3ccncc3)c2C)cc1C	-6	105	16	3.7	-3.4	0.2	753*	14	-1.5	-2	8
CCOC(=O)C1(N(CC)CC)Sc2cc(C)ccc2NC1=O (stereo unspecified)	2	102	-54	-0.9	10	1.5	127	-4	1.1	.	-9
COC(=O)c1ccccc1NC(=O)[C@@H]1CCC(=O)N1C1OC(=O)c2c1ccc(OC)c2OC (stereo partly specified)	0	.	2	2.7	-0.5	0.2	-9	-4	1.5	3	0
COC(=O)c1c(-c2ccc(F)cc2)noc1N	0	100	4	2.3	-0.8	1.0	465	15	2.2	12	-5
COc1ccc(N(C(=O)c2ccco2)S(=O)(=O)c2cccs2)cc1	5	103	9	3.2	-1.6	2.2	-14	-13	0.0	2	-9
NCCNC(=O)c1ncsc1-c1cccc(F)c1	2	117	17	-3.3	-3.2	1.3	-4	7	0.6	23	3
CN(C(=O)CSC(=O)c1ccccc1)c1ccccc1	2	111	13	1.6	-2.5	-1.4	-1	-5	1.4	-13	-10
Nc1ccc(C(=O)N2N=C(c3ccccc3)CC2(O)C(F)(F)F)cc1 (stereo unspecified)	3	105	5	.	-1.1	0.5	-9	-10	.	-29	-5
O=C(NCc1ccco1)c1cc(-c2ccccn2)nc2ccccc12	4	86	14	1.1	-2.5	0.8	-15	17	-0.7	11	2
Cc1ccc(/C=N/NC(=O)c2cccs2)o1	-3	.	13	3.1	-2.7	4.5	-1	1	0.2	15	1
CCOc1cc(/C=N/Nc2nc(N3CCCCC3)nc(N3CCCCC3)n2)ccc1OC(=O)c1ccco1	-5	104	15	2.3	-2.1	4.1	-14	7	-1.2	-43	6
COc1ccc(NS(=O)(=O)c2cc(NC(=O)c3cc(F)c(F)c(F)c3F)ccc2N2CCCC2)cc1	-4	94	6	2.4	-1.1	4.8	361	-24	1.5	9	17
Cc1csc(-c2cnn(-c3ccccc3)c2NC(=O)c2ccc(C(F)(F)F)cc2)n1	8	84	13	-1.0	-2.2	1.3	-1	-21	1.5	-6	-6
Cc1ccc(Nc2nc3ccccc3nc2-n2nc(C)cc2C)cc1	-2	100	10	2.8	-1.7	1.6	9	6	1.6	6	-7
CN(C)C(=O)c1nnc(Cc2ccc(Cl)cc2)o1	-1	108	14	3.6	-2.7	3.2	78	3	1.9	-28	-6
CSc1ccccc1NC(=O)COc1ccccc1C	4	183	-41	-0.9	8.0	5.0	.	-12	0.8	9	-6
O=C(CNC(=O)c1ccc(-c2ccccc2)cc1)Nc1ccc(S(=O)(=O)Nc2ncccn2)cc1	-2	98	9	-2.8	-1.7	3.5	1	-20	-1.2	19	1
O=C(NCCN1CCN(Cc2ccccc2)CC1)c1ccc(CS(=O)(=O)c2ccc(Br)cc2)o1	-2	89	2	3.0	-0.3	1.9	-5	-26	-2.3	-14	-1
C/C(CC(=O)Nc1ccc(N(C)C)cc1)=N\NC(=O)c1ccccc1O	-4	98	21	0.7	-4.3	-0.1	2	7	0.4	12	-5
COc1ccc(C)cc1S(=O)(=O)N1CCCC(C(=O)N2CCN(c3ccccc3)CC2)C1 (stereo unspecified)	-1	102	13	-0.6	-2.5	2.0	-9	1	-1.7	15	0
COc1ccc(CNC(=O)C(=O)NCC2OCCN2S(=O)(=O)c2ccc(OC)cc2)cc1 (stereo unspecified)	0	.	13	-0.2	-2.5	2.1	-1	-18	-1.0	2	3
Cc1noc(NS(=O)(=O)c2ccc(N3C(=O)c4ccccc4C3=O)cc2)c1C	7	.	8	4.0	-1.3	3.4	-6	-18	3.9	27	-10
CC(=O)Nc1ccc(S(=O)(=O)N(C)c2ccc(OCC(=O)Nc3ccccc3C(C)=O)cc2)cc1	2	92	6	.	-1.0	1.9	.	-6	.	0	0
COc1cccc(C(=O)NCCS(=O)(=O)NCc2ccco2)c1	-4	97	8	0.9	-1.4	-0.2	-4	-14	-1.0	.	-5
O=C(Nc1ccc(NC(=O)c2cc3ccccc3o2)cc1)c1ccc2c(c1)OCCO2	-3	124	-7	-1.5	1.3	5.8	-5	-1	-0.8	.	3
CC(=O)Nc1ccc(NC(=O)Nc2ccc(C)c(C)c2)cc1	-5	102	9	2.5	-1.3	4.3	-12	13	2.5	35	-9
Cc1ccc(OCC(=O)N(Cc2ccccc2)C(C)(C)C)c([N+](=O)[O-])n1	2	96	10	5.7	-1.9	-0.2	-9	5	0.2	-8	-4
COc1ccccc1CN1CC(C(=O)NC2CCOCC2)CCC1=O (stereo unspecified)	5	102	10	4.8	-3.1	2.3	1	10	1.1	-17	6
CCOC(=O)c1c(C)n(C)c2ccc(OCC(O)CN3C(=O)c4ccccc4S3(=O)=O)cc12 (stereo unspecified)	1	102	-4	0.1	0.7	-1.7	-7	-23	-1.3	-7	-6
CCOC(=O)C1CCCN(C(=O)CN2C(=O)COc3ccc(C(C)(C)C)cc32)C1 (stereo unspecified)	6	119	3	2.0	-0.6	2.6	-5	17	-0.7	-1	-6
Other results:
SMILES	HTR5A ag ctr	DSG3 Ab inh	OPRM1-OPRD1 inv	AddAB inh	MOR-DOR ag	phage Ecoli inh	Mot1-301 SUMO	HTR5A inv ctr	E coli growth	PfHsp90 yeast 2	PKA-R1A activ
CCN(CC)CCNc1ncnc2c1sc1nc(N3CCCC3)c3c(c12)CC(C)(C)OC3	7	100	-17	0.2	3.5	3.0	-7	6	-1.6	-32	3
CC1Oc2ccccc2C=C1/C=N/NC(=O)c1ccccc1 (stereo unspecified)	2	87	-18	1.9	2.6	3.7	58	4	-1.3	15	-1
CC(C)(C)N(Cc1cc2ccccc2[nH]c1=O)C(=O)c1cccnc1	-1	.	11	1.0	-1.9	0.0	-12	-6	1.8	10	12
CCC(C)NC(=S)N(Cc1cc2cc(C)ccc2n2nnnc12)CC(C)(C)NC(C)C (stereo unspecified)	-2	96	9	3.8	-2.1	-2.1	-21	8	-1.4	-4	-3
Cc1ccccc1C1CC(c2ccc(F)cc2)Nc2nc(N)nn21 (stereo unspecified)	1	112	6	6.5	-1.2	1.2	-7	-2	-0.5	0	-5

Screening data (PubChem)
